TbPYK inhibitor: blocks Trypanosoma brucei pyruvate kinase; hit rate 0.12% among 410,000; Potency, µM (series often up to 76.8 µM), without a hit: top-dose activity, negative = inhibition, usual class: inhibitors; TbPYK enzyme, Kinase-Glo Plus ATP luminescence, 45 min; active = well fitted inhibition curve with a large enough effect; note: nearly all actives have a fitted effect of over 50% in size
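In this concentration-response screen, enzyme-free wells defined baseline while DMSO plates tracked drift. Each reaction combined TbPYK, substrate, compound and 130 uM ADP for 45 min at room temperature. Kinase-Glo Plus luminescence gave the signal.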
An asterisk follows results filed as active; [ ] = remark or other dose. % is set by controls: 0 for no effect and ±100 for the full control effect; potency is the fitted concentration of half-maximal effect.

SMILES | TbPYK inhibitor
O=c1[nH]c2ccccc2n1C1CCN(C(CCc2ccccc2)c2nnnn2Cc2ccccc2)CC1 (stereo unspecified) | 0.9%
O=C(CSc1n[nH]c(-c2ccccc2Cl)n1)N1CCN(c2ccccc2F)CC1 | 0.2%
O=C(Nc1cc(C(F)(F)F)ccc1Cl)c1nc2ccccc2nc1N1CCCCC1 | 0.3%
CCCCN1CCCCC1(C)C(=O)NCc1ccc2c(c1)OCO2 (stereo unspecified) | 2.9%
CC1CCc2c(sc3nnn(CC(=O)Nc4ccccc4Cl)c(=O)c23)C1 (stereo unspecified) | 2.7%
Cc1cccc(NC(=O)CCCn2c(C)c3cnn(-c4ccccc4)c(=O)c3c2C)c1C | -3.4%
COc1ccc(-c2ccc3c(c2)CN(c2cccc(Cl)c2)Cc2cnnn2-3)cc1 | -1.0%
O=C(NCc1ccc(F)cc1)C1CCN(S(=O)(=O)c2ccc(N3CCCC3=O)cc2)CC1 | -15.0%
COc1ccc(NC(=O)Cn2c(=O)oc3cc(S(=O)(=O)N4CCCC4)ccc32)cc1OC | 0.3%
Cn1c(=O)oc2cc(S(=O)(=O)N3CCCC(C(=O)N4CCN(c5ccc(F)cc5)CC4)C3)ccc21 (stereo unspecified) | -3.4%
Cc1ccc2oc(C(=O)Nc3ccc(S(=O)(=O)N(C)Cc4ccccc4)cc3)cc(=O)c2c1 | 0.0%
CC1=C(C(=O)OCc2ccc(C)cc2)C(c2ccccc2Cl)CC(=O)N1 (stereo unspecified) | -2.2%
N#Cc1c(C(F)(F)F)cc(-c2cccs2)nc1SCC(=O)Nc1ccc(Cl)cc1 | 2.9%
COc1cc(-c2cnc3c(NC=O)cc(-c4cccnc4)cn23)cc(OC)c1OC | -0.9%
Cc1cccc(-c2nc3scc(CCNC(=O)c4ccccc4Cl)n3n2)c1 | 0.5%

Later entries
SMILES | TbPYK inhibitor
COC(=O)c1ccc(NC(=O)c2cc(=O)c3ccc(C)cc3o2)cc1 | 2.3%
O=C(CCCn1c(=O)c2ccccc2n(Cc2cccc(Cl)c2)c1=O)NCCc1ccc(Cl)cc1 | 3.9%
COc1ccc(Cl)cc1NC(=O)N(C)CCc1c(C)nn(C)c1C | -5.6%
CCOC(=O)Cn1ccc2cc(S(=O)(=O)N3CCCC3)ccc21 | -9.6%
CN(C)CCNC(=O)CCCn1c(=O)c2cccn2c2ccccc21 | 1.3%
CCn1c(C(=O)NCc2ccccc2OC)cc2sccc21 | 3.9%
Cc1ccccc1NC(=O)CSc1nc(-c2ccc(F)cc2)c2cccc(C)c2n1 | -1.6%
O=C(OCc1cn([C@H]2CN(C(=O)C3CCCCC3)[C@@H](c3ccccc3)C[C@@H]2O)nn1)c1ccccc1 | -0.2%
O=C(Nc1cccc(F)c1)N1CC2(CCN(C(=O)c3ccncc3)CC2)C1 | 0.0%
CC1(c2ccc(Cl)cc2)CC(C)(C)N(C(=O)c2cccc(F)c2)c2ccccc21 (stereo unspecified) | 6.0%
CCOc1ccccc1N(C)C(=O)Cn1cnc2sc(C)c(S(=O)(=O)N3CCC(C)CC3)c2c1=O | -0.5%
CCN(C(=O)CSc1nc2ccccc2nc1Cc1ccccc1OC)c1ccccc1 | -13.4%
CC(=O)c1cccc(-c2ccnc3c2CC(C(=O)NCCC(F)(F)F)O3)c1 (stereo unspecified) | 1.8%
CC(C)(C)n1nnnc1C(c1cc2ccccc2o1)N(Cc1ccccc1)Cc1ccccc1 (stereo unspecified) | 0.1%
O=C(Nc1ccc2oc(-c3cccc4c(Br)cccc34)nc2c1)c1ccc(F)cc1 | 2.5%

Later entries:
SMILES | TbPYK inhibitor
COc1ccc(C=CC(=O)c2ccc3cc(OC)c(OC)cc3c2)cc1OC | 4.4%
O=C(Nc1ccccc1)N1CCCC2(CCN(S(=O)(=O)c3ccccc3)CC2)C1 | -8.3%
Cc1cccc(CNC(=O)c2ccc(C)c(-n3c(C)nc4cccnc43)c2)c1 | 1.3%[15.4 µM]
Cc1ccc(N2C(=O)CS(=O)(=O)C23C(=O)N(Cc2ccccc2C)c2ccccc23)cc1Cl (stereo unspecified) | 1.7%
CCn1cc(C(=O)N2CCN(c3cccc(C)c3)C(C)C2)c(=O)c2cc(S(=O)(=O)N3CCOCC3)ccc21 (stereo unspecified) | -2.3%
COc1cc2oc(=O)cc(CN3CCOCC3)c2cc1Cl | 2.4%
Cn1c(NCCN2CCCC2)nc2cc(-c3cccc(C(F)(F)F)c3)sc2c1=O | -1.2%
COc1cccc(N2C(=O)C(CC(=O)Nc3ccccc3)N(CCc3sccc3C)C2=O)c1 (stereo unspecified) | -0.5%
O=C(Nc1ccc(F)cc1)c1ccc(-n2cnc3cccnc32)cc1 | 2.2%
COc1ccc(OC)c(NS(=O)(=O)c2ccc3c(c2)CCCN3C(=O)C2CCC2)c1 | 0.0%
O=C(OCc1cc(=O)n2nc(C3CC3)sc2n1)c1cccc(NC(=O)c2ccccc2Cl)c1 | -4.9%
CCC(CC)c1nn2c(=O)cc(COc3ccc(NC(=O)c4ccccc4Cl)cc3)nc2s1 | -1.0%
O=C(NCC(=O)N1CCC(Cc2ccccc2)CC1)c1ccccc1F | 3.5%
CCc1ccccc1N(C)C(=O)Nc1cn(CC(C)C)c(=O)c2ccccc12 | -9.4%
O=C(c1ccco1)N1CCC2(CCN(Cc3ccccc3)CC2)CC1 | 1.9%

More results:
SMILES | TbPYK inhibitor
O=C(c1cnc2c(c1)COc1ccccc1-2)c1ccccc1O | -0.5%
O=C(Oc1ccccc1)N1CCC2(CCCN(Cc3ccccc3)C2)CC1 | 0.2%
CC(C)Oc1ccc(CNC(=O)C2COc3ccccc3C2)cc1 (stereo unspecified) | 2.5%
CC1(C)CC(=O)C2=C(C1)OC1=C(C(=O)CC(C)(C)C1)C2c1cccc([N+](=O)[O-])c1 | 3.1%
COc1ccccc1C(=O)N1CCN(C(=O)[C@H]2O[C@@H](n3ccc(=O)[nH]c3=O)[C@H](O)[C@@H]2O)CC1 | -10.6%
O=C(c1ccc([N+](=O)[O-])cc1Cl)N1CCN(Cc2ccccc2)CC1 | -9.3%
COc1ccc(Cc2c(-c3ccc(F)cc3)nc3cc(C)c(Br)c(C)n23)c(C)c1 | 4.9%
COc1ccc(-c2cn3nc(N4CCC(C(=O)NCc5ccccc5F)CC4)sc3n2)cc1 | -11.4%[15.4 µM]
COc1ccc(Cn2c(SCc3ccc(C(=O)NC(C)c4ccccc4)cc3)nc3cccnc32)cc1 (stereo unspecified) | 2.6%
COc1ccccc1Cc1c(-c2ccc(F)cc2)nc2ccc(Br)cn12 | 2.3%
Cc1ccc(Nc2nnc(-c3ccc(C)c(S(=O)(=O)N4CCN(C)CC4)c3)c3ccccc23)cc1 | 0.0%
CN1CCN(C(=O)c2cccc(-c3ccc4nncn4c3)c2)CC1 | 4.5%
Cc1ccc(CNC(=O)Cn2c(=O)cc(C(F)(F)F)c3c(C)nn(C)c32)cc1 | 2.2%
CCOC(=O)c1ccc(NC(=O)c2oc(=O)c3ccccc3c2-c2ccccc2)cc1 | 2.3%
CCOC1(OCC)OC(c2ccccc2)=C(C#N)C(C=Cc2ccccc2)C1(OCC)OCC (stereo unspecified) | 2.6%

Next section.
SMILES | TbPYK inhibitor
Cc1ccccc1C(=O)Nc1cc(-c2ccc(Cl)cc2)nn1-c1ccccc1 | -0.9%
CCCn1c(=O)sc2cc(NC(=O)COc3ccc(Cl)cc3)ccc21 | 0.7%
CCCCc1ccc(S(=O)(=O)NC(=O)C2(C)CCN2C(=O)CCc2cccs2)cc1 (stereo unspecified) | -5.6%
C[C@@H]1COc2cc(N3CCC[C@@H]3CO)ccc2S(=O)(=O)N1 | -1.2%
COc1ccc(OC)c(CCNC(=O)c2cnn(-c3ccccc3)c2C2CCN(C(=O)OC(C)(C)C)CC2)c1 | -0.2%[15.4 µM]
O=C(CC1(O)C(=O)N(CCc2ccccc2)c2ccc(Br)cc21)c1ccc(F)cc1 (stereo unspecified) | 0.3%
Cc1ccc(S(=O)(=O)c2nc(-c3ccc(F)cc3)oc2SCC(=O)NC2CCCCC2)cc1 | -3.9%
C(=Cc1nc2ccccc2o1)c1ccc2c(c1)OCO2 | -15.6%
O=C(Cn1c(=O)n(Cc2ccco2)c(=O)c2oc3ccccc3c21)Nc1ccc(F)c(Cl)c1 | -4.4%
CCCN(CCC)CCNC(=O)C1CCCN(S(=O)(=O)c2cccc3nsnc23)C1 (stereo unspecified) | 0.1%
CCOC(=O)c1c(-c2ccc(OC)cc2)oc2ccc(OCc3ccc(Br)cc3)cc12 | -2.5%
CC(=O)c1cccc(NC(=O)c2cc3sc(Cl)cc3n2C)c1 | 0.7%
Cc1ccc2c(=O)cc(C(=O)Nc3nnc(C)s3)oc2c1 | -12.3%
COc1ccc(Cl)cc1NC(=O)Cn1c(=O)n(Cc2ccco2)c(=O)c2ccc(C(=O)NC3CCCC3)cc21 | -7.0%
Cc1ccc(C)c(CN2C(=O)c3ccccc3S(=O)(=O)c3ccc(C(=O)OCC4CCCO4)cc32)c1 (stereo unspecified) | 6.0%

Next section:
SMILES | TbPYK inhibitor
Cc1ccc(N2CC(NC(=O)c3cc4ccccc4o3)CC2=O)cc1 (stereo unspecified) | 0.9%
Cc1ccc(S(=O)(=O)Nc2nc(CN3CCOCC3)nc3sc(C(=O)O)c(C)c23)cc1 | -18.0%
CCC(C)C(CO)NCCCn1ccc(NC(=O)OCc2ccccc2)nc1=O (stereo unspecified) | 4.9%
COc1cccc(C(NC(C)=O)c2nc(-c3cccc(O)c3)cs2)c1 (stereo unspecified) | 5.2%
COc1ccccc1NC(=O)Nc1nc(C(N)C(C)C)cs1 (stereo unspecified) | 0.4%
Cc1ccccc1NC(=O)Cc1nc(COC(=O)Cc2cccc(C(F)(F)F)c2)cs1 | -8.6%
CCOC(=O)C1=CCN(S(=O)(=O)c2ccccc2Br)C1c1ccccc1 (stereo unspecified) | -2.3%
O=C(NC1CC(=O)N(c2ccccc2)C1)C1CCCCC1 (stereo unspecified) | 1.5%
Cc1ccc(CCNS(=O)(=O)c2cc(-c3cc(C)no3)ccc2C)cc1 | -6.3%[15.4 µM]
CCOC(=O)C1CCCN(C(=O)c2cc3c(=O)[nH]c4ccc(C)cc4c3s2)C1 (stereo unspecified) | 2.5%
CC(=O)N1c2ccc(S(=O)(=O)N3CCCCCC3)cc2CC1C(=O)NCc1ccccc1 (stereo unspecified) | -4.8%
Cc1cc(NC(=O)Nc2cccc(Cl)c2)no1 | -0.8%
CC1(C(=O)Nc2ccc3c(c2)OCO3)CCN1C(=O)Cc1cccc2ccccc12 (stereo unspecified) | 3.4%
NC(c1ccc(F)c(F)c1)c1nc(-c2cncnc2)cs1 (stereo unspecified) | -2.5%
CCCOc1ccc(C(=O)N(Cc2cccs2)c2ccc(C)cc2)cc1 | 0.4%

The list goes on.
SMILES | TbPYK inhibitor
COc1ccccc1CNC(=O)CC1N=C2c3ccccc3N=C(SCC(=O)Nc3ccc(F)cc3)N2C1=O (stereo unspecified) | -4.3%
CCS(=O)(=O)N1CC(=O)N(c2cc(Cl)ccc2C)C(C)(C(=O)NC2CCCCCC2)C1 (stereo unspecified) | -1.1%[15.4 µM]
CC(C)(Cc1nc2ccccc2[nH]1)c1nc2ccccc2[nH]1 | -0.2%
O=C(Nc1ccc(Cl)cc1F)c1cc(S(=O)(=O)NC2CCCCCC2)ccc1F | 1.8%[15.4 µM]
Cc1ccc(CCNC(c2ccc(F)cc2)c2nnc(-c3ccccc3Cl)o2)cc1 (stereo unspecified) | -3.3%
O=C(CSc1nnc(-c2cccs2)o1)Oc1ccccc1Cl | -8.8%
CCOc1ccc(-c2cc(-c3nc(-c4ccc(C)cc4)no3)[nH]n2)cc1 | 3.8%
Cc1ccc(Cn2ccn(Cc3ccccc3F)c(=O)c2=O)cc1 | 1.9%
O=C(Nc1ccc(Br)c2cccnc12)c1cccc2ccccc12 | -4.6%
Cc1cccc(NC(=O)N2CCC3(CC2)Oc2ccccc2C(=O)N3Cc2ccccc2F)c1C | -1.7%
O=C(NCc1ccc2c(c1)CCN2C(=O)c1ccncc1)c1ccccc1F | 3.5%
Cc1cc(C)c(NC(=O)CSc2nc3nccnc3c(=O)n2CCc2c[nH]c3ccccc23)c(C)c1 | 0.5%
COc1cc(OC)c(NC(=O)CCc2nc(C3=CCN(Cc4cccc(Cl)c4)CC3)no2)cc1Cl | -2.1%
COc1ccc(C(=O)N2CCCCC2c2cc(C(=O)NCc3ccc(Cl)c(Cl)c3)no2)cc1 (stereo unspecified) | -2.2%
COC(=O)c1ccccc1NC(=O)Cn1c(=O)n(Cc2ccc(C(=O)NCc3ccc4c(c3)OCO4)cc2)c(=O)c2ccccc21 | -3.2%
COC(=O)c1ccc(NC(=O)c2nn(C)c3c2COc2ccccc2-3)cc1 | 4.6%
O=C(CSC1=NCCS1)N1N=C(c2cccs2)CC1c1ccc(F)cc1 (stereo unspecified) | -16.4%

Shown as labelled records: entries from further up
mol: O=C(Nc1ccc(Br)c2cccnc12)c1cccc2ccccc12
  TbPYK inhibitor = -4.6%

mol: COc1cc(OC)c(NC(=O)CCc2nc(C3=CCN(Cc4cccc(Cl)c4)CC3)no2)cc1Cl
  TbPYK inhibitor = -2.1%

mol: COC(=O)c1ccccc1NC(=O)Cn1c(=O)n(Cc2ccc(C(=O)NCc3ccc4c(c3)OCO4)cc2)c(=O)c2ccccc21
  TbPYK inhibitor = -3.2%

mol: CC(C)(Cc1nc2ccccc2[nH]1)c1nc2ccccc2[nH]1
  TbPYK inhibitor = -0.2%

Source: PubChem (National Center for Advancing Translational Sciences (NCATS))

These rows are one share of the data; rates above refer to the full screens.
